# Screening data from PubChem.
# PAX8 reporter: inhibitors of PAX8 transcriptional activity in RMG-I cells. RMG-I TPO-luciferase reporter, SteadyGlo, 24 h. inhibition, % at 12.6 µM. 1.2% of 360,000 active;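 active = mean replicate inhibition at least 60% with every replicate also reaching 60%; inconclusive = only one of the two criteria is met; inactive = mean below 60% and not all replicates reaching 60%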;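 also: luciferase light reporting Pax8 driven TPO promoter activity; plate controls were median of neutral control wells for no effect and mitoxantrone controls for full effect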
# DENV2 CPE: inhibitors of DENV2 cytopathic effect | 1.7% of 350,000 active | DENV2-infected cells, cytopathic effect rescue, plate reader | CPE inhibition, % at 9.99 µM; in the data active = CPE inhibition above about 20%, passing the limit was not always enough; inconclusive = no clear call, values can overlap the other calls; tested in BHK-21 cells;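 also: 0% = median of neutral control wells and 100% = median of positive control wells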
# miR-122 sensor: inhibitors of miR-122 in Huh7 cells. 0.3% of 340,000 active. Huh7 miR-122 Renilla luciferase sensor, 48 h; neutral wells = 0, positive control = 100. AID 602342. activation (reporter increase), % at 12.5 µM;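 active = mean replicate activation score at least 90 and every replicate individually at or above 90; inconclusive = only one of the two criteria met; inactive = neither criterion met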;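 also: higher luciferase means less miR-122 activity so hits act as miR-122 inhibitors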
# EWS-Fli inh: inhibitors of EWS/Fli oncoprotein transcriptional activity | AID 651661 | inhibition, % at 12.6 µM | A673 NR0B1-luciferase reporter, viability-normalised | 0.67% of 350,000 active;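 active = mean inhibition of at least 50% after viability correction, with every replicate also passing that limit; inconclusive = mean reaches 50% but only one of two replicates passes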;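 also: firefly luciferase signal divided by Alamar Blue viability fluorescence both relative to DMSO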
# FN deposition inh: fibronectin deposition inhibition. AID 743247. inhibition, % at 12.6 µM. AH1F fibroblasts, Alexa488-fibronectin deposition fluorescence, overnight. 0.086% of 350,000 active;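 active = mean inhibition across replicates of 30% or more, regardless of how many single replicates reach that level; inconclusive = mean under 30% yet at least half of replicates reach 30%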;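 also: positive control wells lacked labelled fibronectin entirely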
#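 Assay system: AH1F fibroblasts assembling fluorescent fibronectin matrix; Amount: 10000 AH1F cells per well; Buffer or medium: DMEM, 2% serum; Probe or stimulus: Alexa488-fibronectin, 24 nM final in well; Doses: single compound dose, delivered by pin transfer; Incubation: 1 h adhesion, overnight exposure; Measured by: fluorescence 485/525 nm; Read-out: fibronectin deposition inhibition.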
# F508del corr: correctors of CFTR F508del function in bronchial epithelial cells. CFBE cells, YFP halide quenching; stimulated with forskolin plus potentiator P3; % fluorescence drop versus neutral controls. activity (quench increase), % at 7.58 µM. 0.36% of 350,000 active;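 active = mean added fluorescence quench of at least 8% versus neutral control, with both replicates also reaching 8%; inconclusive = only one of the mean or replicate conditions met; inactive = mean below 8% and not both replicates reaching 8%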;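 also: cells transiently co-express mutant CFTR-F508del with the halide-sensitive YFP; corrector assay measuring rescue of mutant channel to the surface after 24 h compound exposure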
# INS-1E GSIS act: GLuc luminescence reporter in INS-1E cells, primary screen for activators of glucose-dependent secretion of insulin. 0.61% of 370,000 active. activation, % at 16.6 µM. INS-1E GLuc reporter insulin secretion, 2-3 h;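 active = lowest replicate activation of at least 40%, so every replicate reaches that level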;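 also: 0% = median of neutral control wells and 100% = median of IBMX positive control wells; some compounds called inactive have numbers as strong as hits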
# Starred values were filed as active, the others as inactive; u = inconclusive; x = no result given; & = joins results of further samples; [ ] = dose if it differs, or a comment. The list is partial; rates above refer to the full screens.
SMILES,PAX8 reporter,DENV2 CPE,miR-122 sensor,EWS-Fli inh,FN deposition inh,F508del corr,INS-1E GSIS act
CN(C)c1cccc(CN2CCN(c3ccccc3)CC2)c1,-27,4,1,-17,x,-0.5,18
CCC(CC)N1CCN(Cc2nc3ccccc3c(=O)n2-c2ccc(F)cc2)CC1,-13,2,-6,2,-5,x,x
CCc1ccc(NC(=O)CN2CC(c3ccccc3)CC2=O)cc1 (stereo unspecified),-11,-1,4,1,-8,0.1,x
FC(F)=C(F)CCSc1ncn[nH]1,2,u,x,2,6,-3.3,0
CCc1ccc(-n2c(O)c(C(C)=O)c(=O)[nH]c2=O)cc1 (tested in a mixture with another compound),-12,-1,x,4,-7,-1.0,x
Cc1cccc(CCNCc2cc3cc(C)cc(C)c3[nH]c2=O)c1,-5,4,-4,22,-6,1.0,1
CC12C=CC(=O)CC1CCC1C2CCC2(C)C(O)C(O)CC12 (stereo unspecified),x,-12,x,2,6,-3.1,x
COC(=O)[C@H]1[C@H](CO)[C@H]2Cn3c(ccc(-c4ccc(F)cc4)c3=O)[C@@H]1N2Cc1ccccc1,-2,-6,-3[16.7 µM],-7,x,-1.2,-11
COC(=O)C1=C(c2ccccc2)C[C@@H]2CC[C@H]1N2C(=O)NCCO,-5,-16,x,1,-17,0.7,-3
Cc1cc(C)c(Cn2c(C(=O)O)c(C=O)c3ccccc32)c(C)c1,7,3,x,3,8,-1.5,-7
COC(=O)[C@@H]1[C@@H](CO)[C@@H]2Cn3c(ccc(-c4ccccc4F)c3=O)[C@H]1N2Cc1ccccc1,10,-8,-4[16.7 µM],-1,x,0.1,2
O=C1CCCN1CC#CCN1CCCC1,14,-5,-5,1,-6,1.9,x
O=c1[nH]c(=O)n(CC2CCCO2)c(O)c1/C=C1\C=Nc2ccccc21 (stereo unspecified),2&10,4&1,-1,22&-5,0&2,-0.3,-7&4
Fc1ccc(Cn2nnnc2C(c2ccc(F)cc2)N2CC=C(c3ccc(F)cc3)CC2)cc1 (stereo unspecified),-19,-5,x,-1,-3,3.8,-5
COc1ccc(F)cc1C(=O)C1CCCN(Cc2ccc(O)cc2)C1 (stereo unspecified),18,0,-3,6,-4,x,x
N=Cc1c(O)n(-c2cccc(Cl)c2)c(=O)[nH]c1=O,12,x,-1,x,5,x,x
COC(=O)[C@H]1[C@H](CO)[C@H]2Cn3c(cccc3=O)[C@@H]1N2Cc1nccs1,-1,-3,x,2,x,x,2
CCC1(CC)C(=O)NC(=O)N(c2ccccc2)C1=O,x,-1,3,-5,x,-6.1,11
N#CC(C#N)=Cc1ccc(C=C(C#N)C#N)cc1,13,2,0,11,4,-0.7,-13
CCOP(=O)(OCC)C(NC(=O)c1cccc2ccccc12)C(Cl)(Cl)Cl (stereo unspecified),19,x,x,x,3,x,-8
CCC(=NCCO)c1c(O)n(-c2ccc(Cl)cc2)c(=O)[nH]c1=O,2,x,-4,x,x,x,17
O=C(CN1C(=O)CN=C(c2ccccc2)c2ccccc21)NCc1ccco1,13,x,-6,x,1,x,x
Cc1ccc(N2C(=O)NC(=O)/C(=C/c3ccc(OC(=O)c4cccs4)cc3)C2=O)cc1,-6,x,-7,x,1,x,x
Nc1ccc(S(=O)(=O)N2CC3CC(C2)c2cccc(=O)n2C3)cc1 (stereo unspecified),9,-2,1,-6,-6,-0.2,4
N#Cc1ccccc1NC(=O)CN1CC=C(c2ccccc2)CC1,0,2,x,2,4,1.5,0
O=C(Cc1ccncc1)N1CCCCN2[C@H](CO)[C@H](c3ccc(C#CC4(O)CCCC4)cc3)[C@@H]2C1,12,10,3[16.7 µM],x,x,0.9,16
CCN(CC)CCCN=Cc1c(O)n(CCc2ccc(OC)c(OC)c2)c(=O)[nH]c1=O,-3,x,3,x,4,x,x
COC(=O)c1c(C)n(Cc2ccco2)c2ccc(O)cc12,x,-2,3,-7,x,-1.3,2
O=C(c1ccc2c(c1)N(Cc1ccccc1)CCS2)N1CCC2(CC1)OCCO2,0,-1,x,0,-3,0.0,0
C[C@]12CCC3C(CC[C@H]4C[C@H](O)CC[C@]34C)C1C[C@@H](O)[C@@H]2O (stereo partly specified),0,15,6,-8,3,0.3,x
COc1ccc(OC)c(N2C(=O)NC(=O)/C(=C/c3ccc([N+](=O)[O-])s3)C2=O)c1,14,6,-1,5,-3,-0.3,-12
O=S(=O)(c1ccccc1)N1Cc2ccccc2-n2nncc2C1,-4,-4,-8,-9,1,-4.8,1
COC(=O)[C@@H]1[C@@H](CO)[C@@H]2Cn3c(ccc(-c4ccncc4)c3=O)[C@H]1N2S(=O)(=O)c1ccccc1F,9,6,8[16.7 µM],0,x,0.0,5
O=C(NCCN1CCC2(CC1)C(=O)NCN2c1ccccc1)c1ccc(F)cc1,-13,-6,x,4,-13,-0.9,2
COC(=O)C1=C(c2cccc(OCc3ccccc3)c2)C[C@@H]2CC[C@H]1N2C(=O)NCc1ccc(OC)c(OC)c1,22,-22,3,10,-9,-0.7,1
Cn1c(O)c(C=NCCN2CCOCC2)c(=O)n(C)c1=S,2,2,x,4,0,-1.6,-1
COc1cccc(OC)c1C(=O)NC(=S)N1C[C@H]2C[C@H](C1)c1cccc(=O)n1C2,x,-3,-5,-5,x,0.1,5
COc1cc(OC)cc(C(=O)NCCN2CCC3(CC2)C(=O)NCN3c2ccccc2)c1,-21,5,x,-2,6,1.7,3
COC1/C=C/C=C(\C)Cc2cc(O)c(Cl)c(c2)N(C)C(=O)CC(OC(=O)C(C)C)C2(C)OC2C(C)C2CC1(O)NC(=O)O2 (stereo unspecified),76*,-4,x,41,-4,-2.4,-23
CC(C)CCC1(CCc2ccncc2)C(=O)NC(=O)NC1=O,3,x,-4,x,1,x,x

# Complete entries as entered above. Order of screens: PAX8 reporter | DENV2 CPE | miR-122 sensor | EWS-Fli inh | FN deposition inh | F508del corr | INS-1E GSIS act
# COc1ccc(OC)c(N2C(=O)NC(=O)/C(=C/c3ccc([N+](=O)[O-])s3)C2=O)c1 across the screens: 14 | 6 | -1 | 5 | -3 | -0.3 | -12
# CC12C=CC(=O)CC1CCC1C2CCC2(C)C(O)C(O)CC12 (stereo unspecified) across the screens: x | -12 | x | 2 | 6 | -3.1 | x
# CCc1ccc(NC(=O)CN2CC(c3ccccc3)CC2=O)cc1 (stereo unspecified) across the screens: -11 | -1 | 4 | 1 | -8 | 0.1 | x
# O=C(CN1C(=O)CN=C(c2ccccc2)c2ccccc21)NCc1ccco1 across the screens: 13 | x | -6 | x | 1 | x | x

# Next part:
SMILES,PAX8 reporter,DENV2 CPE,miR-122 sensor,EWS-Fli inh,FN deposition inh,F508del corr,INS-1E GSIS act
COc1ccc(N=C(C)c2c(O)n(C3CCCCC3)c(=O)[nH]c2=O)c(OC)c1,2,x,-2,x,-1,x,x
C[C@]12CC[C@@H](O)CC1=CC(=O)C1C2CC[C@]2(C)C(=O)CCC12 (stereo partly specified),0,-3,x,-1,8,-3.5,-4
O=C1CNC[C@@H]2[C@@H](c3ccc(Br)cc3)[C@H](CO)N12,-21,-7,x,-31,3,-1.3,12
Oc1cc2c(cc1CN1CCN(c3ccccc3)CC1)CCC2,-11,x,-3,x,-3,x,x
O=c1[nH]c2ccccc2n1C1CCN(C(c2nnnn2-c2ccc3c(c2)OCCO3)C2CC2)CC1 (stereo unspecified),86*,u,3,8,8,3.1,-46
COC(=O)[C@H]1[C@H](CO)[C@H]2Cn3c(ccc(-c4ccc(F)cc4)c3=O)[C@@H]1N2C(C)=O,-10,5,-5[16.7 µM],3,x,0.0,12
CCc1ccccc1N1C(=O)NC(=O)/C(=C\c2cc(C)n(C)c2C)C1=O,2,-2,x,-12,4,-2.9,-1
CCCCCn1c(=O)c(C(=O)Nc2nc3ccccc3[nH]2)c(O)c2ccccc21,-1,-11,-5,-2,-2,1.3,12
O=C(NCc1ccccc1)c1cccn(Cc2cccc(Cl)c2)c1=O,3,16,-13,6,2,1.7,-47
O=C1NC(=O)N(Cc2ccccc2)C(=O)/C1=C\N1CCCc2ccccc21,4,x,x,x,-2,x,-3
CCCNC(=O)Cn1cnc2sc(C(=O)N3CCC4(CC3)OCCO4)c(C)c2c1=O,8,8,-3,5,16,-2.8,2
CN(Cc1c[nH]c2ccccc12)C1CCCCC1,24,-1,x,22,-5,-1.4,-6
Cc1cc(OCCCC(=O)NCc2cccs2)ccc1Cl,-2,-1,2,-23,1,1.0,-12
COC(=O)C1=C(c2cccc(OC)c2OC)C[C@@H]2CC[C@H]1N2C(=O)NCCS(C)=O (stereo partly specified),-1,5,x,-3,6,1.8,3
COc1ccc(-c2ccc3n(c2=O)C[C@H]2[C@H](CO)[C@@H](C(=O)O)[C@@H]3N2C(=O)c2ccccc2F)cc1,x,4,x,-9,x,x,12
O=C(O)C1C2CCC(O2)C1C(=O)Nc1cccc(Br)c1 (stereo unspecified),4,-6,-2,-1,0,1.0,-26
Cc1cccc(NP(=O)(Oc2ccccc2F)Oc2ccccc2F)c1,24,0,74,-5,2,-1.7,-13
CCOc1ccc(N2C(=O)NC(=O)/C(=C\c3ccc(N4CCCCC4)o3)C2=O)cc1,6,x,1,x,0,x,5
CC(=O)OC1C(O)C(C)OC(OC2C(OC(=O)C3CCC4C(C3)OC3(CC(OC(=O)/C=C/c5ccccc5)C(C)CO3)C43CO3)OC(C)C(O)C2OC(C)=O)C1O (stereo unspecified),104*,-10,-14,36,-1,-6.7,-23
CC(=O)OC1(c2ccccc2)CCN(C2CCCCC2)CC1C (stereo unspecified),12,12,x,-4,7,4.9,8
CN(C)CC#Cc1ccc([C@H]2[C@@H](CO)N3CCCCN(C(=O)Cc4ccccn4)C[C@H]23)cc1,-4,30*,4[16.7 µM],-3,-5,-0.9,8
CN1C2CCC1CC(=NO)C2,x,-16,-3,5,x,-0.9,x
C=CCn1c(O)c(/C(C)=N/NC(=S)Nc2ccccc2)c(=O)[nH]c1=O,0,u,0,-4,-5,3.3,21
CCCCCCN1CCN(c2ccccc2Cl)CC1,-8,1,1,-16,4,0.9,37
CC(=O)c1cccc(NC(=O)N2C[C@H]3C[C@@H](C2)c2cccc(=O)n2C3)c1,x,1,-3,-3,x,-3.5,x
O=c1[nH]c(Cl)ccc1CN1CCOCC1,20,6,-1,-6,-11,-1.5,18
C[C@]12CCC(=O)C=C1CC[C@@H]1[C@@H]2CC[C@]2(C)C(=O)CC[C@@H]12,-10,-6,2,-12,-1,-2.6,x
CCCCN=Cc1c(O)n(-c2c(C)cc(C)cc2C)c(=O)[nH]c1=O,6,x,3,x,-1,x,x
C=C(CO)CC1CC(O)[C@]2(C)OC3CC4OC5C[C@]6(C)O[C@]7(C)CCC8OC9C[C@]%10(C)OC%11C(C)=CC(=O)OC%11CC%10OC9C[C@@H](C)C8OC7CC6O[C@]5(C)C/C=C\C4OC3CC2O1 (stereo partly specified),32,1,-5,14,5,-2.9,45
O=C(N/N=C/c1c(O)n(CCC2=CCCCC2)c(=S)[nH]c1=O)c1ccccc1,-9,-4,x,5,-6,x,-14
COC(=O)[C@H]1[C@H](CO)[C@H]2Cn3c(ccc(-c4cccc(OC)c4)c3=O)[C@@H]1N2C(=O)c1ccccc1F,-2,9,1[16.7 µM],0,x,1.1,7
CC1CN(c2ccc([N+](=O)[O-])c(N3CCCCC3)c2)CCN1 (stereo unspecified),-7,u,-7,11,2,-1.6,x
CC(C)(C)P(=O)(N1CCOCC1)N1CCOCC1,2,x,-7,-1,x,-4.3,-4
ClC1=C(Cl)C2(Cl)C3C(Cl)C=CC3C1(Cl)C2(Cl)Cl (stereo unspecified),x,28*,0,-1,x,-1.0,2
C[C@]12CCC3C(CC[C@H]4C[C@@H](O)CC[C@]34C)C1CC[C@@]2(O)C(F)(F)F (stereo partly specified),-4,0,-1,1,-4,1.2,x
